Assay outcomes as filed in PubChem.
Vif-A3G inh = blocks the Vif interaction with human APOBEC3G | HeLa A3G-eYFP + Vif (tagged APOBEC3G with the HIV-1 protein that degrades it), YFP fluorescence, overnight | AID 602310 | hit rate 0.076% among 410,000 | Q9HC16 | Potency, µM (top dose mostly 46.1 µM), without a hit: at the top dose activity, negative = active, hits mostly inhibitors;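 also: potency is read from the fitted curve at half-maximal effect; % is scaled to controls: 0 for no effect and ±100 for the full control effect; nearly all actives have a fitted effect of over 60% in size; hits raise eYFP signal because A3G escapes Vif-driven loss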
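HeLa cells stably expressing Vif and C-terminally eYFP-tagged A3G, seeded overnight at 37 deg C, then exposed to compound by pintool overnight at 37 deg C. Rise in yellow fluorescence (Ex 488/Em 500-530, Acumen) marks blocked Vif-driven A3G degradation.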
LDHA inh = inhibitors of human lactate dehydrogenase A. purified LDHA, NADH/diaphorase-resazurin fluorescence; stronger effect = lower value. hit rate 0.15% among 480,000. P00338. activity change, % (values are at about 110 or 230 µM); in the data active = activity change below about -30%; inconclusive = mostly about -25% to -30%;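 also: plate controls were DMSO wells for no effect and wells without enzyme for full effect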
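Resorufin fluorescence (ex540/em590), read at 0 and 20 min after diaphorase/resazurin addition, reports the NADH left after a 5 min room-temperature reaction of 2 nM human LDH5 with 0.06 mM NADH and 0.2 mM pyruvate.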
D2 ag = activates the human D2 dopamine receptor. P14416. hit rate 0.53% among 340,000. activation, % at 2 µM. HEK293 T-REx D2 cells, calcium flux agonist mode;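 active = activation over 3 SD above normal in the single-dose calcium agonist read, cut at about 30% in these data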; also: 0% is about no effect
Target sequence (P14416 whole entry, looked up): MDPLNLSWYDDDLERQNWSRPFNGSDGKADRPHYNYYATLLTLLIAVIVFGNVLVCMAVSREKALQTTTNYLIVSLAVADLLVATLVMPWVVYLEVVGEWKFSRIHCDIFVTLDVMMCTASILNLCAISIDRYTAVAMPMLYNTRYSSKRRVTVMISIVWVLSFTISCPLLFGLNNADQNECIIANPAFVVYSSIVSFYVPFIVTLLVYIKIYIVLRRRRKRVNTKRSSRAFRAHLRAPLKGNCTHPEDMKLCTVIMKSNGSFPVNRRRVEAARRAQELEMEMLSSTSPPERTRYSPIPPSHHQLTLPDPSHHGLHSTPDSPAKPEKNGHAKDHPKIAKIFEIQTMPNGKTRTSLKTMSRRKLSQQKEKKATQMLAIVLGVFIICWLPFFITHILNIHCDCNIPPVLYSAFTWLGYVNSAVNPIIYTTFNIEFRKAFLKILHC
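Agonism is scored from calcium flux in a force-coupled, inducible HEK293 cell line expressing D2, read kinetically for 180 s after compound addition against dopamine controls.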
RGS4 inhibitor = blocks human RGS4-accelerated GTP hydrolysis; P49798; Transcreener GDP fluorescence polarization, RGS4-accelerated GTP hydrolysis; AID 504845; Potency, µM (highest dose often 114 µM), inactives show at the highest dose activity change, negative = inhibition, actives largely listed as inhibitors; hit rate 0.039% among 390,000; also: potency is read from the fitted curve at half-maximal effect; % is scaled to controls: 0 for no effect and ±100 for the full control effect; nearly all actives have a fitted effect of over 75% in size; some results filed as inactive show a strong effect at the top dose
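MLSMR compounds (23 nl, pin-transferred) preincubated 10 min at room temperature with a 500nM (2x) first reagent, then RGS4 at 900nM (2x) plus Transcreener GDP mix added; fluorescence polarization (620/688 nm) read before and after 90 min at 30 °C.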
Glioma ERSR ind = induces the endoplasmic reticulum stress response in human glioma cells. U87-MG GRP78 promoter luciferase reporter, 16 h. Potency, µM, without a hit: top-dose activation, hits mostly activators. hit rate 0.02% among 420,000; also: potency is read from the fitted curve at half-maximal effect; series mostly up to about 76 µM; % of control where 0% means no effect; nearly all actives have a fitted effect of over 35% in size
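ERSR induction read as luciferase luminescence (Bright-Glo, 10 min at room temperature) in stably transfected human U87-MG glioma cells exposed to compounds for 16 h, using GRP78 as sensor.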
D2 antag = antagonists of human D2 dopamine receptor; HEK293 TREx D2 cells, calcium flux, dopamine EC80; inhibition, % at 10 µM; hit rate 2% among 340,000; AID 485344; in the data active = inhibition above about 30%; also: 0% is about no effect
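Dopamine at EC80 is the agonist stimulus; test compounds precede it by 180 s. Calcium flux read kinetically in a force-coupled, inducible HEK293 T-REx D2 cell line.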
ALOX12 inh = blocks human arachidonate 12S-lipoxygenase; purified 12hLO, xylenol orange hydroperoxide absorbance; Potency, µM (series often up to 108 µM), for inactives: top-dose activity change, negative = inhibition, hits mostly inhibitors; hit rate 1.1% among 580,000; also: potency is read from the fitted curve at half-maximal effect; % is scaled to controls: 0 for no effect and ±100 for the full control effect
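Purified human 12hLO at 150 nM in 25 mM Hepes, 0.01% Triton X-100, pH 7.0, preincubated 15 min at room temperature with compound. Reaction started with 40 uM arachidonic acid, 30 min at room temperature. Hydroperoxide measured by Fe-xylenol orange, 573/405 nm absorbance ratio.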
Vif-A3F inh = blocks the Vif interaction with APOBEC3F; HeLa A3F-eYFP + Vif (tagged APOBEC3F with the HIV-1 protein that degrades it), YFP fluorescence increase; Potency, µM (titrated, usually from 46.1 µM), inactives show at the top dose activity, negative = active; hit rate 0.2% among 390,000; AID 602313; also: potency is read from the fitted curve at half-maximal effect; % of control where 0% means no effect; nearly all actives have a fitted effect of over 65% in size
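HeLa cells stably expressing A3F-eYFP plus Vif, plated and incubated overnight at 37 deg C, then exposed to compounds overnight at 37 deg C. Blocked degradation read as raised yellow fluorescence (Ex 488/Em 500-530).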
ERG-DNA inh = ERG Ets/DNA interaction inhibition; Potency, µM (doses to about 76.9 µM), without a hit: top-dose FP activity, negative = inhibition, usual class: inhibitors; fluorescence polarization, His-ERG Ets domain / labelled DNA; hit rate 0.028% among 370,000; P11308; active = well fitted inhibition curve with a large enough effect in the polarisation, with a control signal flat; inconclusive = small, poorly fitted or top-dose-only effect, or effect the other way, or a change in a side signal; inactive = no such curve, though single readings can be large or run the other way; the % refers to the polarisation;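 also: polarization taken with two DNA probes labelled with fluorescein and Texas red; potency is read from the fitted curve at half-maximal effect; % of control where 0% means no effect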
Target sequence (P11308 whole entry, looked up, the tested form may be a part): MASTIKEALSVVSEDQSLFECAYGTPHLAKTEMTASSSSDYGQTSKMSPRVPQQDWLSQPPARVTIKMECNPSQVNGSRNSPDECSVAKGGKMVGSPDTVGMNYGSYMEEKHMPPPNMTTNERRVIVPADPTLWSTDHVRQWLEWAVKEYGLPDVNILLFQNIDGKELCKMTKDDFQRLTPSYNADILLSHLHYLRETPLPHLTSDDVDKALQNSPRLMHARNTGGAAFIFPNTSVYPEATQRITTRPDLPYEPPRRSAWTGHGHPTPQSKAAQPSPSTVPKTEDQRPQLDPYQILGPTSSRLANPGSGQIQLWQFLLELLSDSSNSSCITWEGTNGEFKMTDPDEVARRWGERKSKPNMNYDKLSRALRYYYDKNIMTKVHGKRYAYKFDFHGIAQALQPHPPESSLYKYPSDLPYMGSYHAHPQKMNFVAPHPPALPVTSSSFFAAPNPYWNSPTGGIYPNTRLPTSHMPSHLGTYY
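His-tagged ERG Ets domain (1 uM in the protein solution; 300mM KCl, 50mM Tris-HCl, 1mM EDTA, 1mM DTT, pH 7.5) received compound, then a probe mix of 5 nM fluorescein-DNA and 100nM Texas-615-DNA. Fluorescence polarization was read for both dyes.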
Active calls of the source: *; ? = inconclusive; . = no result given; & = joins results of further samples; [ ] = remark or other dose. Unless noted, calls follow the shape of the dose curve; as a rule, active = well fitted curve in the direction sought with a large enough effect; inconclusive = small, poorly fitted or top-dose-only effect, or another doubt; inactive = no such curve, though single readings can be large; an effect the other way counts as inactive or inconclusive. These rows are one share of the data; count on the stated rates, not on these rows.

SMILES | Vif-A3G inh | LDHA inh | D2 ag | RGS4 inhibitor | Glioma ERSR ind | D2 antag | ALOX12 inh | Vif-A3F inh | ERG-DNA inh
CCOC(=O)c1sc(NC(=O)C(C)Sc2nnc(N)s2)nc1C (configuration not stated) | 2% | -5 | 0.0 | -5%[56.9 µM] | 4% | 7 | 2% | -3% | 1%
NC(=O)c1cc(-c2csc(-c3cccnc3)n2)ccc1O | -8% | -1 | 0.1 | -30% | -2% | 3 | ? | 0% | 8%
CN1CCN(C(=O)CC2(CC(=O)O)CCCC2)CC1 | 0% | -7 | 2.2 | 12% | -3% | -3 | -6% | 15% | 30%
Cc1cccc(C(CC(=O)O)NC(=O)C(F)(F)F)c1 (configuration not stated) | 3% | -8 | 0.1 | 23% | -1% | -7 | 14% | -5% | -3%
COc1ccc(S(=O)(=O)CCc2nc3ccccc3s2)cc1 | -2% | -3 | 0.2 | -8% | -2% | 59* | -4% | 1% | -9%
O=C(CCl)Oc1ccc2occ(C(=O)c3cccs3)c2c1 | 0% | -2 | -0.2 | 3% | -1% | -9 | -6% | -3% | -3%
CCOP(=O)(OCC)c1nc(-c2ccc(C)cc2)oc1NCc1ccccc1 | 0% | 3 | 0.3 | -16% | -4% | -10 | -21% | 10% | -3%
COc1ccc(CNC(=O)/C(C#N)=C/c2cccc(OC)c2OC)cc1 | ? | -3 | -1.4 | -34% | ? | -5 | ? | 20% | -8%
COc1ccc(Cl)cc1NC(=O)CSc1nc(-c2ccccc2)cc(=O)[nH]1 | 0% | -10 | . | 19% | -3% | . | ? | -1% | 18%
C/C(=N\NC(=O)c1csc(C)c1C)c1ccco1 | -7% | -5 | 2.1 | -24% | -3% | -11 | 0% | 1% | 7%
CCC(C)C(CO)NC(=O)/C=C/[C@H]1O[C@@H](n2cnc3c(NC(=O)c4ccccc4)ncnc32)[C@H](O)[C@@H]1O (some centres not stated) | -1% | 0 | . | . | -3% | . | -11% | . | .
Cc1ccc(-c2cc(C(F)F)n3ncc(C(=O)N4CCN5CCCC5C4)c3n2)cc1 (configuration not stated) | 0% | -3 | -0.1 | 13% | 7% | -34 | 4% | -1% | 2%
COc1ccccc1C1C2C(=O)N(c3ccccc3)C(=O)C2ON1c1ccccc1 (configuration not stated) | -1% | -1 | 0.6 | -23% | -5% | -17 | -15% | 1% | 9%
O=C(CN1C(=O)C2CCCCC2C1=O)Nc1ccc(S(=O)(=O)Nc2ncccn2)cc1 (configuration not stated) | 2% | -2 | 0.8 | 19% | -4% | -5 | -2% | 5% | -7%
Nc1nc(CSc2ncn[nH]2)nc(Nc2ccc(F)cc2)n1 | -1% | -3 | 1.0 | 8% | 3% | -13 | -6% | 1% | 8%
CCN(CC)CC(=O)NN(Cc1ccccc1)c1ccccc1 | -2% | -17 | 0.5 | -1% | -5% | 14 | ? | -3% | 5%
COc1cccc(N2CCN(c3ncc4c(n3)CCN(Cc3ccc(Br)cc3)C4)CC2)c1 | 3% | 2 | 2.3 | -14% | -4% | . | ? | 0% | 3%
COc1ccc(S(=O)(=O)Nc2ccccc2C(=O)NC2CC2)cc1NC(C)=O | 0% | -3 | 0.4 | -15% | 0% | 4 | -2% | -4% | -10%
Nc1c(N2CCCCC2)c2ccccc2oc1=O | -2% | -1 | . | -15% | -6% | . | -24% | 8% | 5%
CC(=O)c1ccc(-n2ccnc2)cc1 | -3% | -8 | 0.4 | -5% | -3% | -7 | ? | 0% | 5%
O=S(=O)(NC1=NCCC1)c1ccc(F)cc1 | -6% | -15 | 0.4 | -7% | -2% | -6 | -13% | 5% | 1%
Cc1nn(C)c(C)c1S(=O)(=O)N(CC(=O)NCCN1CCOCC1)c1ccc(C(C)C)cc1 | 2% | -1 | 0.3 | -8% | -1% | 10 | -1% | -1% | 0%
Cc1ccc(NC(=O)COC(=O)c2cc(=O)c3ccccc3o2)cc1F | -2% | -1 | 0.4 | -11% | 0% | -14 | 2% | -13% | 14%
CCc1ccc(NC(=O)Cn2ncc3c(C)n(Cc4cccc(Cl)c4)c(C)c3c2=O)cc1 | -2% | -6 | . | 4% | -4% | . | -4% | 9% | -3%
Cc1nc(-c2ccc(S(=O)(=O)Nc3cc(F)ccc3F)cc2)co1 | 4% | -1 | -1.0 | 12% | -1% | 5 | -2% | 1% | 13%
COc1cccc(N2CCN(C(=O)c3ccc(CS(=O)c4ccc(Cl)cc4)o3)CC2)c1 (configuration not stated) | ? | 1 | . | -16% | -5% | . | ? | -4% | 12%
OCCCn1c(-c2ccccc2)n[nH]c1=S | 0% | -2 | -0.4 | 2% | 2% | 4 | ? | 8% | -2%
COc1ccc(C(=O)Nc2ccccc2-c2nc3ccccc3s2)cc1OC | 1% | -3 | -1.2 | 13% | -3% | . | -9% | -4% | -7%
O=[N+]([O-])c1c(NCCO)cc(N2CCN(Cc3ccc4c(c3)OCO4)CC2)c2nonc12 | 2% | -2 | 40* | -19% | -3% | -12 | -16% | 6% | -2%
CC(Oc1cccc(Cl)c1)C(=O)Nc1cc(S(=O)(=O)N2CCOCC2)ccc1N1CCCC1 (configuration not stated) | 0% | -9 | 0.1 | 14% | -2% | 6 | ? | 0% | 0%
CC(=O)c1ccc(NC(=O)C(C)O/N=C(\N)c2ccccc2)cc1 (configuration not stated) | -1% | -8 | . | 13% | 4% | . | 8% | 4% | -1%[15.4 µM]
Fc1ccc(Cn2nnc(-c3ccc(Cl)cc3)n2)cc1 | 1% | -2 | -1.1 | -31% | 1% | -8 | 1% | -19% | 2%
Cc1ccc(OCc2nnc(SCC(=O)c3cccs3)n2-c2ccccc2)cc1C | 1% | -2 | 1.4 | 6% | -9% | -2 | -8% | 9% | -3%
Cc1ccc(CC(=O)N2CC(C)OC(C)C2)cc1 (configuration not stated) | -1% | -4 | -0.1 | -3% | -1% | -3 | -10% | 1% | 16%
O=C(NNC(=O)c1ccc(Br)s1)c1cccc(S(=O)(=O)N2CCCC2)c1 | 4% | -3 | 0.1 | -1% | -2% | -8 | -20% | 2% | 2%
Cc1ccc(S(=O)(=O)N(C)C)cc1NC(=O)c1ccncc1 | 1% | -6 | -0.8 | 10% | -2% | -7 | 3% | -1% | -9%
O=C(c1ccc2snnc2c1)N1CCN(c2ccccn2)CC1 | 1% | -9 | 0.7 | -1% | -1% | 9 | 8% | 0% | -6%
FC(F)(F)c1ccc2c(c1)nc1n2CCCC1 | 0% | 3 | 0.3 | -9% | 1% | 2 | 0%[57.4 µM] | -1% | -2%
O=C(N/N=C/c1cc([N+](=O)[O-])ccc1O)c1cccc2cc[nH]c12 | -13% | -3 | 0.6 | 10% | ? | -14 | 47%[activator] | -21% | -10%
CCC(=O)N1CCc2cc(S(=O)(=O)CCC(=O)N(C)c3ccc(OC)cc3)ccc21 | -1%&0% | -3&-3 | 0.8&-0.2 | -4%&-10% | -1%&1% | -6 | -8%&-17% | 0%&0% | 8%&3%
CSc1ccc(C(O)c2ncc(-c3ccccc3Cl)[nH]2)cc1 (configuration not stated) | -5% | -9 | . | . | 1% | . | 4% | . | .
CN1CCC(OC(=O)COc2ccc(C(C)(C)C)cc2)CC1 | 2% | 3 | 0.0 | 3% | -1% | 4 | -15% | -1% | 1%
CCN1C(=O)C(CC(=O)NCCc2ccccc2)N(NC(=O)c2cccnc2)C1=S (configuration not stated) | -1% | -4 | -0.5 | -19% | 2% | 4 | 2% | 9% | ?
O=C(NCCCn1ccnc1)/C(=C/c1ccc(Cl)cc1)NC(=O)c1ccccc1 | -6% | -6 | -1.3 | -12% | 1% | -1 | 0% | -26% | 4%
O=C(NC(=O)C(F)(F)F)Nc1ccc(S(=O)(=O)Nc2nccs2)cc1 | 0% | -3 | 2.0 | 0% | -3% | -7 | 15% | 2% | 0%
C=CCn1c(SCC(=O)N(CC)C2CCS(=O)(=O)C2)nc2ccccc2c1=O (configuration not stated) | 1% | -2 | 0.3 | -2% | -1% | 5 | 22% | 0% | 0%
CC(C)N(CCNCc1nnc(-c2ccccc2)o1)C(C)C | -1% | -13 | 6.6 | -4% | -3% | -11 | -16% | -11% | 4%
O=C(O)c1[nH]c2ccccc2c1C(c1ccccc1)c1c(C(=O)O)[nH]c2ccccc12 | 2% | -8 | -1.9 | 14% | -2% | 7 | 6% | 1% | 4%
COc1ccc(C2c3c(ncn(CCN4CCOCC4)c3=N)Oc3ccc4ccccc4c32)cc1 (configuration not stated) | ? | -2&-3 | 0.4 | -7% | -5% | 2 | -20% | -15% | -4%
CCN(CC)c1ccc(NC(=O)c2cc(OC)cc(OC)c2)c(C)c1 | ? | 6 | . | 25% | -5% | . | -12% | 1% | 0%

One compound at a time (already shown):
Listed for `O=C(NC(=O)C(F)(F)F)Nc1ccc(S(=O)(=O)Nc2nccs2)cc1` : Vif-A3G inh = 0%; LDHA inh = -3; D2 ag = 2.0; RGS4 inhibitor = 0%; Glioma ERSR ind = -3%; D2 antag = -7; ALOX12 inh = 15%; Vif-A3F inh = 2%; ERG-DNA inh = 0%
Listed for `CN1CCC(OC(=O)COc2ccc(C(C)(C)C)cc2)CC1` : Vif-A3G inh = 2%; LDHA inh = 3; D2 ag = 0.0; RGS4 inhibitor = 3%; Glioma ERSR ind = -1%; D2 antag = 4; ALOX12 inh = -15%; Vif-A3F inh = -1%; ERG-DNA inh = 1%
